Yeast eIF2B: modulators of yeast eIF2B activity; S. cerevisiae eIF2B-epsilon R284H, GCN4-lacZ luminescence; inhibition, % at 25 µM (by protocol); 27,000 compounds, 0.91% hits;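 active = mutant luminescence inhibited past about 50% while wild type luminescence and mutant growth stay under set limits, limit read from the data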; note: some compounds called inactive have numbers as strong as hits
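Material – yeast eIF2B-epsilon R284H mutant carrying GCN4–beta-galactosidase fusion · Medium – YPD yeast growth medium · Compound – one concentration, 25 µM, 0.25% DMSO · Times – 16 h at 30 °C exposure · Signal – Beta-Glo luminescence plus absorbance at 595 nm · Read-out – % inhibition of reporter signal and growth versus controls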
Yeast tox: Compounds toxic to wild-type S. cerevisiae growth; A595 turbidity, 16 h; 30,000 compounds, 0.3% hits; growth inhibition, % at 25 µM (by protocol);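 active = mutant and wild-type yeast strains alike exhibit over 30% growth inhibition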;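 note: 0% = untreated cell controls and 100% = YPD media blanks without cells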
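system = S. cerevisiae wild-type or eIF2Bepsilon-R284H mutant strain | buffer or medium = YPD medium | dosing = one dose, 25 µM compound, 0.2% DMSO | schedule = 16 h at 30 °C | measured by = A595 turbidity | evaluation = growth inhibition (%) versus cell controls and blanks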
Yeast tox inhibition %: also measured in Yeast tox; calls as there; growth inhibition, %; S. cerevisiae eIF2Bepsilon-R284H mutant growth, A595 turbidity, 16 h;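 each compound tested once at 25 µM; 0% equals untreated cells and 100% equals cell-free medium blanks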
Yeast eIF2B mutant toxicity: also measured in Yeast eIF2B; calls as there; growth inhibition, %; measured here: mutant yeast growth, toxicity;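 each compound tested once at 25 µM; zero equals untreated control growth and 100 equals blank medium absorbance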
* = called active by the depositor; / = no result given. Only part of the results is shown. The share of hits here may be higher or lower than overall.

molecule	Yeast eIF2B	Yeast eIF2B mutant toxicity	Yeast tox	Yeast tox inhibition %
COc1ccccc1-c1nnc2sc(-c3cnccn3)nn12	/	/	13.4	0.0
O=C(Nc1ccc2c(c1)OCO2)N1CCN(C(=O)C2CCCO2)CC1 (stereo not drawn)	17.7	/	-3.8	0.0
COc1cccc(C2=NOC(C(=O)N3CCN(Cc4ccccc4)CC3)C2)c1OC (stereo not drawn)	17.0	10.3	-4.7	10.3
O=c1c(-c2ccc3c(c2)OCCO3)coc2cc(O)cc(O)c12	18.8	14.3	-3.4	14.3
Cc1ccc(N2CCN(C(=O)c3ccccc3)CC2)c(C)c1	4.9	-13.8	0.4	-13.8
CCOC(=O)CSc1nc(C)cc(=O)[nH]1	-42.6	2.2	14.6	2.2
O=S(=O)(/N=C(\c1ccccc1)N1CCOCC1)c1cccs1	13.5	/	/	/
Cc1cccc(N2C(=S)N=C(Nc3c(C)cccc3C)C23CCOC(C)(C)C3)c1 (stereo not drawn)	/	/	27.9	9.3
CC(C)C(=O)c1cn(CC(=O)NCC2CCCO2)c2ccccc12 (stereo not drawn)	8.9	/	-6.4	0.0
CC(C)Nc1nc(NC(C)C)nc(N(C#N)CCOc2ccc(Cl)cc2Cl)n1	18.5	/	/	/
COc1ccc(C(=O)COC(=O)CNC(=O)C2CCCCC2)c(OC)c1	14.0	2.9	-1.1	2.9
CCOc1ccc(C2=CS/C(=C(\C#N)c3nnc4n3CCCCC4)N2CC)cc1	4.7	/	14.1	0.0
Cc1ccc(CN(C(=O)c2sc3ccccc3c2Cl)C2CCS(=O)(=O)C2)cc1 (stereo not drawn)	/	/	-7.2	6.5
COCC(C)n1c(C)cc(C(=O)CSc2nnc(Nc3ccccc3F)s2)c1C (stereo not drawn)	/	/	18.6	17.4
COc1ccc(NC(=O)c2ccccc2NC(=O)COc2ccccc2)cc1	-15.6	-5.4	-7.8	-5.4
CCC1CCCCN1Cc1ccc(OC)c(C)c1C (stereo not drawn)	/	/	21.1	7.5
Cc1c(NC(=O)CSc2nc3ccc(Cl)cc3[nH]2)c(=O)n(-c2ccccc2)n1C	/	/	17.5	6.5
COc1ccc(N(CC(O)CN2C(=O)NC(C)(C)C2=O)S(=O)(=O)c2ccccc2)cc1 (stereo not drawn)	14.7	8.1	10.0	8.1
COc1ccc(C2C(C(=O)NCc3ccco3)CCC(=O)N2c2ccc(OC)cc2)cc1 (stereo not drawn)	32.0	3.5	11.8	3.5
CC1CC(N(C(=O)c2ccco2)c2ccccc2)c2ccccc2N1C(=O)c1ccco1 (stereo not drawn)	24.9	15.6	20.2	15.6
COCCCNC(=O)CCc1nc2cccnc2n1Cc1ccc(OC)cc1	3.7	3.5	-1.0	3.5
Cc1cccc(NCN2C(=O)C3C4C=CC(C4)C3C2=O)c1 (stereo not drawn)	/	/	-4.2	20.5
Cc1cccc(-c2oc(C)c(C)[n+]2[O-])c1	16.3	14.1	-16.4	14.1
CCNC(=O)CN(CCc1ccccc1)S(=O)(=O)c1ccc(OC)cc1	/	/	6.5	13.0
CCOC(=O)CCCSc1nc2sc3c(c2c(=O)[nH]1)CCC3	21.6	23.5	29.6	23.5
Cc1ccn(C(=O)c2ccc(NC(=O)C3CCCCC3)cc2)n1	/	/	18.7	14.8
O=C(c1ccco1)N1CCN(c2nc(-c3ccc(F)cc3)cs2)CC1	25.6	4.5	4.5	4.5
COc1ccc(Cc2nc(-c3cccc(C)c3)no2)cc1	11.8	-10.0	6.5	-10.0
COc1cccc(CN(Cc2ccco2)S(=O)(=O)c2ccc(S(=O)(=O)NCc3ccccc3)cc2)c1OC	8.8	3.3	-12.9	3.3
O=C(Cn1c(=O)n(CC2CCCO2)c(=O)c2ccccc21)c1ccc(Cl)c(Cl)c1 (stereo not drawn)	/	/	3.9	-7.7
CC1CC(C)CN(C(=O)c2ccccc2Nc2ccc(SC(F)F)cc2)C1 (stereo not drawn)	-6.5	-26.2	19.2	-26.2
CC(OC(=O)c1cc(=O)[nH]c2ccccc12)c1ccccc1 (stereo not drawn)	-36.8	-3.7	24.6	-3.7
CC(C)CNC(=O)COc1ncnc2ccccc12	/	/	7.7	10.3
COc1ccccc1C(=O)Nc1cc2ccccc2oc1=O	12.7	5.0	-1.0	5.0
CC(C)CN1C(=O)C(=O)N(CC(=O)NCc2ccc3c(c2)OCO3)C1=O	/	/	4.8	11.1
CCC1=C(OC(=O)c2ccccc2)C(C)(C)C(c2ccccc2)OC1=O (stereo not drawn)	20.1	14.9	-7.3	14.9
CC/C(=C1/C(=O)CC(C)(C)C(C(=O)OC)C1=O)N1CCCC1 (stereo not drawn)	24.0	-38.1	-7.0	-38.1
Cc1ccc(NC(=O)CCn2cccc2)cc1C	/	/	5.9	20.0
CCN(CC)S(=O)(=O)c1ccc(-c2nnc(SCC(=O)Nc3ccc(OC)c(OC)c3)o2)cc1	/	/	4.5	-7.7
Cc1cccc2cc(COC(=O)C3CCCCC3)c(=O)[nH]c12	-10.0	-30.0	-27.8	-30.0
CC1(C)C(=O)OC(c2ccco2)C(C)(C)C1=O (stereo not drawn)	12.9	18.8	9.4	18.8
O=C(c1cnc(N2CCN(c3ncccn3)CC2)c2ccccc12)N1CCN(c2ccccn2)CC1	26.6	-13.8	3.3	-13.8
CCC(C(=O)Nc1cc(C)on1)c1ccccc1 (stereo not drawn)	/	/	20.4	22.5
Cc1c(C=O)c2ccccn2c1C(=O)c1ccncc1	-61.7	-15.0	-25.0	-15.0
CCOc1ccccc1-c1nc(-c2ccc(NC(=O)Cc3ccc(OC)cc3)cc2)no1	-7.4	-6.9	-6.2	-6.9
CS(=O)(=O)N1CCC(C(=O)NCCC2=CCCCC2)CC1	-8.9	13.8	11.7	13.8
O=C(CN(C1CCCCC1)S(=O)(=O)c1ccccc1)NCc1ccco1	12.4	-10.0	-6.8	-10.0
COC(=O)c1cccc(S(=O)(=O)N2CCC(NC(=O)Nc3cccc(F)c3)CC2)c1	17.9	-16.0	-27.3	-16.0
OC1CN=C2CCCc3c2n(c2ccc(Cl)cc32)C1 (stereo not drawn)	/	/	-3.0	16.1
NCCOc1ccccc1-c1ccccc1	9.3	/	13.3	0.0

Later entries
molecule	Yeast eIF2B	Yeast eIF2B mutant toxicity	Yeast tox	Yeast tox inhibition %
COC(=O)c1[nH]c2cc(OC)ccc2c1NC(=O)CCN1CCN(c2cccc(C)c2C)CC1	13.7	14.8	21.6	14.8
COc1ccc(C2CC(=O)c3cnc(Nc4cc(C)cc(C)c4)nc3C2)cc1 (stereo not drawn)	-5.5	10.0	-10.4	10.0
CCN(CC)S(=O)(=O)N1CCC(C(=O)NCc2ccc(C)cc2)CC1	-3.7	-4.8	-2.7	-4.8
Nc1c(C(=O)NCc2ccco2)c2nc3ccccc3nc2n1CCc1ccc(F)cc1	15.1	/	-5.6	0.0
CCN(CC)C(=S)Sc1c(-c2ccccc2)c2cc(Cl)ccc2[nH]c1=O	/	/	-0.7	4.3
Cc1nn(Cc2ccc([N+](=O)[O-])cc2)c(=O)n1N(C)c1ncc(C(F)(F)F)cc1Cl	19.3	9.7	9.3	9.7
CCCCS(=O)(=O)NC1=NCN(C2CCN(Cc3ccccc3)CC2)CN1	5.7	/	/	/
COc1cccc(NC(=O)c2cc(C(=O)Nc3cccc(OC)c3)n(C)n2)c1	27.3	-22.7	-16.2	-22.7
C=CCOc1ccc(/C(O)=C2/C(=O)C(=O)N(CCCN3CCOCC3)C2c2ccccc2)cc1 (stereo not drawn)	12.8	-4.5	-12.8	-4.5
NC(=O)C(c1ccccc1)C1CCCCC1 (stereo not drawn)	/	/	12.3	8.7
Nc1nnc(SCC(=O)NC2CCCCC2)s1	/	/	-4.1	3.3
COc1ccccc1CNc1cc(C)ccc1C	19.0	13.5	17.8	13.5
COc1cc(-c2nc(S(=O)(=O)c3ccccc3)c(N3CCOCC3)o2)cc(OC)c1OC	9.4	/	/	/
Cc1ccc(S(=O)(=O)NCCC(=O)NC2CCCC2)cc1	19.5	/	11.5	0.0
CC(=O)NCCc1ccc(S(=O)(=O)N(C)C2CCS(=O)(=O)C2)cc1 (stereo not drawn)	-13.2	/	-2.1	0.0
COc1ccccc1N(CC(=O)NCCSC(C)(C)C)S(C)(=O)=O	7.4	16.0	10.8	16.0
COc1ccc(C(=O)n2cnnc2N)cc1	-0.7	-2.4	1.9	-2.4
O=S1(=O)CCC(SCc2nc3sccn3c2Br)C1 (stereo not drawn)	34.9	-4.2	-8.3	-4.2
CCOC(=O)Cc1csc(NC(=O)CSc2nnc(-c3ccc(OC)cc3)n2C)n1	15.6	-22.7	-12.4	-22.7
CCOC(=O)Cc1nnc(NC(=O)CSc2ccccc2)s1	20.8	-21.4	7.5	-21.4

Limited to Yeast eIF2B mutant toxicity and Yeast tox inhibition %, for some of the entries so far:
SMILES,Yeast eIF2B mutant toxicity,Yeast tox inhibition %
OC1CN=C2CCCc3c2n(c2ccc(Cl)cc32)C1 (stereo not drawn),/,16.1
COC(=O)c1cccc(S(=O)(=O)N2CCC(NC(=O)Nc3cccc(F)c3)CC2)c1,-16.0,-16.0
O=C(c1ccco1)N1CCN(c2nc(-c3ccc(F)cc3)cs2)CC1,4.5,4.5
CCN(CC)S(=O)(=O)c1ccc(-c2nnc(SCC(=O)Nc3ccc(OC)c(OC)c3)o2)cc1,/,-7.7
O=C(Nc1ccc2c(c1)OCO2)N1CCN(C(=O)C2CCCO2)CC1 (stereo not drawn),/,0.0
CC(C)CN1C(=O)C(=O)N(CC(=O)NCc2ccc3c(c2)OCO3)C1=O,/,11.1
COc1ccc(N(CC(O)CN2C(=O)NC(C)(C)C2=O)S(=O)(=O)c2ccccc2)cc1 (stereo not drawn),8.1,8.1

New compounds follow.
molecule	Yeast eIF2B	Yeast eIF2B mutant toxicity	Yeast tox	Yeast tox inhibition %
CCn1c2ccc(OC)cc2c2nc3ccccc3nc21	20.2	/	-11.7	0.0
O=S(=O)(c1ccc(-c2nc3ccccc3s2)cc1)N1CCCC1	37.7	16.2	8.8	16.2
Cc1cc(C)c2c(N)c(-c3nc4ccccc4[nH]3)sc2n1	-16.8	-9.5	-11.1	-9.5
CN(C)C(C(=O)NC1CCCCC1)c1ccc(Cl)cc1 (stereo not drawn)	14.2	3.7	18.9	3.7
CCCCCOC(=O)NCC(O)c1ccccc1 (stereo not drawn)	41.4	-16.1	-5.2	-16.1
COC(=O)c1cn(NC(=O)c2cnccn2)c(=O)c2ccccc12	28.5	16.7	11.4	16.7
CCc1ccc2nc(SCC(=O)N3CC(=O)Nc4ccccc43)c(C#N)cc2c1	14.1	3.6	-17.4	3.6
C=CCn1c(SCC(=O)/C(C#N)=C(\C)N)nc2sc(C)c(C)c2c1=O	-8.3	-4.8	4.7	-4.8
N#Cc1nc(Cc2cccc3ccccc23)oc1NCCN1CCOCC1	-61.7	/	-15.4	0.0
O=C(Nc1ccc(Cl)c(Cl)c1)C1CC(=O)N(c2ccc(Br)cc2)C1 (stereo not drawn)	61.1	66.7	79.2*	66.7*
COc1ccc(Nc2nc3ccccc3n3nnnc23)cc1	9.8	24.3	16.7	24.3
Cc1cc(C)c(C#N)c(SCC(=O)Nc2nnc(-c3ccccc3)s2)n1	45.7	-9.1	-18.3	-9.1
c1ccc(CN(Cc2cccs2)C(c2cccs2)c2nnnn2C2CCCC2)cc1 (stereo not drawn)	/	/	2.8	0.0
Cc1ccc(S(=O)(=O)NCC(=O)N2CCN(c3ccccn3)CC2)cc1	35.9	/	-3.3	0.0
Cc1cccc(NC(=O)Nc2ccc(Oc3c(F)c(F)c(F)c(F)c3F)cc2)c1	14.0	-2.4	15.9	-2.4
CCN(CC)c1ccc2c(c1)C(=O)N(C)C2=O	13.2	/	/	/
COc1ccc(C(C#N)Nc2ccc(C)cc2)cc1 (stereo not drawn)	25.2	/	-1.7	0.0
CN1CCN(P(=O)(c2ccccc2)c2nc3ccccc3s2)CC1 (stereo not drawn)	31.3	13.5	8.2	13.5
Cc1cc(C)nc(N2CCN(CC(=O)NCc3ccccc3)CC2)n1	-17.1	9.1	-12.8	9.1
Cc1c(C)n(C(=O)CN2CCC(C(N)=O)CC2)c2ccccc12	16.4	2.2	-25.7	2.2
Cc1cc(C=O)c(C)n1-c1cc(C(F)(F)F)ccc1N1CCOCC1	23.4	-23.8	-9.3	-23.8

One compound at a time (already shown). Screens in order: Yeast eIF2B	Yeast eIF2B mutant toxicity	Yeast tox	Yeast tox inhibition %
`Cc1cc(C)nc(N2CCN(CC(=O)NCc3ccccc3)CC2)n1` across the screens: -17.1	9.1	-12.8	9.1
`Cc1cc(C)c(C#N)c(SCC(=O)Nc2nnc(-c3ccccc3)s2)n1` across the screens: 45.7	-9.1	-18.3	-9.1

Assay outcomes deposited in PubChem by PCMD.
